FUS yeast rescue – rescues growth of FUS-expressing yeast; Potency, µM (top dose mostly 76.6 µM), for inactives: top-dose growth rescue (activation), hits mostly activators; S. cerevisiae FUS-expressing, growth rescue, OD600, 24 h; hit rate 0.24% among 390,000;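 also: potency is read from the fitted curve at half-maximal effect; plate controls were DMSO vehicle for no effect and reference control for full effect; nearly all actives have a fitted effect of over 55% in size; some results filed as inactive show a strong effect at the top dose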
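Absorbance at 600 nm, taken 24hr after compound addition, measured rescue of FUS-yeast growth at 30C. Induction used 2% galactose with seeding at OD 0.005. Controls: CP55940 from 92uM final, DMSO only.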
Abeta yeast res – A-beta toxicity reversal in yeast | yeast expressing A-beta42, growth rescue, OD600, 48 h; response scale: 0% DMSO, 100% iron-clioquinol control | Potency, µM (doses to about 46.1 µM), without a hit: top-dose growth rescue, most hits filed as activators | hit rate 0.063% among 410,000; also: potency is read from the fitted curve at half-maximal effect; nearly all actives have a fitted effect of over 55% in size
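Yeast growth medium received pinned compounds, then yeast cells expressing toxic A-beta were added; plates incubated at 30 C for 48 hr. Growth read as absorbance at 600 nm, normalized to DMSO and equimolar FeCl3 plus clioquinol controls.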
aSyn yeast inh – rescues yeast growth from alpha-synuclein toxicity; Potency, µM (titrated, usually from 46.1 µM), inactives show top-dose growth rescue (activation), most hits filed as activators; Yeast expressing alpha-synuclein, growth rescue, BacTiter-Glo, 24 h; hit rate 0.14% among 370,000; also: potency is read from the fitted curve at half-maximal effect; % of control where 0% means no effect; nearly all actives have a fitted effect of over 65% in size
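Rescue of yeast growth: cells expressing toxic alpha-synuclein, induced in galactose at OD600 0.02, incubated with compound 24 h at 30 C. ATP luminescence quantified growth; inhibitors of toxicity appear as activators.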
pAkt inh – inhibitors of Akt phosphorylation. activity change, % for hits at 50 µM. Neuro2A IGF-stimulated pAkt S473 HTRF, 20 min; active compounds read low. hit rate 0.32% among 360,000. AID 651550; in the data active = activity change below about -80%; inconclusive = mostly about -51% to -80%; also: % is scaled to controls: 0 for no effect and ±100 for the full control effect
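Neuro2A cells (4,500/well, DMEM with 0.5% FBS) were treated with compound at a single 50 µM final concentration, stimulated with 6 nM IGF for 20 min at 37 °C, and lysed. Phospho-Akt Ser473 was read by HTRF as 665/615 ratio ×10^4.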
DRD3 antagonist – antagonists of human D3 dopamine receptor; P35462; D3R cells, DiscoveRx beta-arrestin luminescence, antagonist mode; active compounds read low; max response, negative = inhibition, %; hit rate 2.5% among 360,000; AID 652054; in the data active = max response below about -50%; inconclusive = no clear call, values can overlap the other calls; also: % is scaled to controls: 0 for no effect and ±100 for the full control effect; mostly tested at two doses, the higher about 12 µM
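Cells expressing the human receptor were seeded at 1500 cells/well, incubated overnight at 37 degrees C in 5% CO2, then exposed to library compounds with dopamine controls for 90 minutes at 37 degrees C before luminescent detection.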
GLP-1R inv ag – inverse agonists of human GLP-1 receptor. P43220. Potency, µM (titrated, usually from 38.3 µM), without a hit: top-dose activity change, negative = inhibition, most hits filed as inhibitors. HEK293 GLP-1R CRE-luciferase, luminescence, 24 h; GLP-1R form is constitutively active. hit rate 1.6% among 410,000. AID 624417; also: potency is read from the fitted curve at half-maximal effect; % is scaled to controls: 0 for no effect and ±100 for the full control effect; nearly all actives have a fitted effect of over 55% in size
Target sequence (P43220 whole entry, looked up): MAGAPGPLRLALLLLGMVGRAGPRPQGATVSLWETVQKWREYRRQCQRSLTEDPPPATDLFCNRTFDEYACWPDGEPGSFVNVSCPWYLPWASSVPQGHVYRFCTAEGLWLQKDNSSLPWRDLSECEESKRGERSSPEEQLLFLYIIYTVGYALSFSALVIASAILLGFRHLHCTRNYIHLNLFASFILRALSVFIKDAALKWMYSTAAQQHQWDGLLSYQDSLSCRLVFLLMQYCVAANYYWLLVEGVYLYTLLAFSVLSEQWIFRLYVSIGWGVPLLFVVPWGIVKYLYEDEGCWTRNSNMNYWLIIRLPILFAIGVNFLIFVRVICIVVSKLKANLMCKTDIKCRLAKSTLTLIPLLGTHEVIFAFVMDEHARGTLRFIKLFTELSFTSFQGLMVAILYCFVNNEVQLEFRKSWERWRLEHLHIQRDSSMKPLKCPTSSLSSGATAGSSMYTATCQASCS
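HEK293 cells stably co-expressing a cAMP-responsive luciferase reporter and constitutively active GLP-1R were seeded, incubated 12 h, then exposed to compounds for 24 h at 37 C. Luminescence was read 12 min after detection reagent; inverse agonists lower signal.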
GLP1R ag – activates the human GLP-1 receptor. P43220. HEK293 GLP-1R CRE-luciferase, luminescence, 4-6 h; cells express a hypersensitive GLP-1R form. Potency, µM (titrated, usually from 45.6 µM), for inactives: at the highest dose activation, hits mostly activators. hit rate 0.007% among 380,000; also: potency is read from the fitted curve at half-maximal effect; % of control where 0% means no effect
TDP43 rescue – rescues yeast growth from TDP-43 toxicity | Potency, µM (series often up to 46.1 µM), for inactives: at the highest dose growth rescue (activation), actives largely listed as activators | hit rate 1.8% among 410,000 | TDP-43 expressing yeast growth rescue, BacTiter-Glo, 24 h; also: potency is read from the fitted curve at half-maximal effect; % of control where 0% means no effect; nearly all actives have a fitted effect of over 50% in size
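Growth rescue of TDP-43-toxic yeast measured as ATP luminescence (BacTiter-Glo). Cells grown to mid-log in raffinose, induced in galactose at OD600=0.02, exposed to compound 24 hr at 30 deg C.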
PTHR1 ag – PTHR1 (human) receptor agonism | HEK293 GP2 PTHR1 cells, GloSensor cAMP luminescence, 1 h | Potency, µM (top dose mostly 115 µM), for inactives: at the highest dose activation, hits mostly activators | hit rate 0.075% among 410,000 | Q03431; also: potency is read from the fitted curve at half-maximal effect; nearly all actives have a fitted effect of over 55% in size; some results filed as inactive show a strong effect at the top dose; inactives centre near -15; many of its hits are not listed in these tables
Target sequence (Q03431 whole entry, looked up): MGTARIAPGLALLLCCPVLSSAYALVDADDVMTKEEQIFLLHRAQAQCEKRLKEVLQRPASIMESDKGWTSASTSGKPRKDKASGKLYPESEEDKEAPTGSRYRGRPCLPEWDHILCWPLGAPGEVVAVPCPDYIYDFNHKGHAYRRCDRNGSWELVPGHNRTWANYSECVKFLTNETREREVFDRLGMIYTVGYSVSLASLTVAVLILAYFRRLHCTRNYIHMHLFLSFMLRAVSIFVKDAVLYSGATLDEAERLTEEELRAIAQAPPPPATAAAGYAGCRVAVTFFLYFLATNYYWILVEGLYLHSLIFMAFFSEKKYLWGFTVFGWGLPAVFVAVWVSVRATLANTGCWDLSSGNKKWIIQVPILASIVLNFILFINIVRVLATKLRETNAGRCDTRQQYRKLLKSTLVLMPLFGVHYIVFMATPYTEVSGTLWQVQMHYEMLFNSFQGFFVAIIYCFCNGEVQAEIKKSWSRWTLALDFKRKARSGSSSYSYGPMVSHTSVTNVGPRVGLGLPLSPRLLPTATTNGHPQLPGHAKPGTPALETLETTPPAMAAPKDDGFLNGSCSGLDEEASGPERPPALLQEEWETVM
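HEK-293-derived GP2 cells expressing PTHR1 and a GloSensor cAMP reporter, 3,000/well, plated overnight, given luciferin plus IBMX (each 0.5 mM as added) for 1 h at 37 °C, then compound for 1 h at 37 °C. Luminescence was read after 15 min at room temperature.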
The depositor's hits bear a star; i = inactive; u = inconclusive; x = no result given; [ ] = dose if it differs, or a comment. Unless noted, calls follow the shape of the dose curve; as a rule, active = well fitted curve in the direction sought with a large enough effect; inconclusive = small, poorly fitted or top-dose-only effect, or another doubt; inactive = no such curve, though single readings can be large; an effect the other way counts as inactive or inconclusive. The list is partial. The share of hits here may be higher or lower than overall.

Order of results – FUS yeast rescue	Abeta yeast res	aSyn yeast inh	pAkt inh	DRD3 antagonist	GLP-1R inv ag	GLP1R ag	TDP43 rescue	PTHR1 ag
> Cc1[nH]c(C(=O)O)c(C#N)c1C(=O)c1ccccc1
→ 20.0%	-5.0%	-2.5%	i	-10.7	1.1%	0.0%	-9.3%	-14.6%
> Cn1nnnc1SCC(=O)Nc1ccc(S(=O)(=O)N2CCOCC2)cc1
→ 10.8%	-8.3%	1.1%	i	0.7	50.2%[activator]	-2.9%	-13.0%	-6.9%
> Cc1cccc(NCC(=O)c2c(N)n(C)c(=O)n(C)c2=O)c1C
→ -35.7%	-6.8%	0.9%	i	7.1	13.2%	-0.4%	10.5%	i
> O=C(Nc1ccccn1)c1nc(-c2ccccc2)n(-c2ccccc2)n1
→ -14.5%	-1.7%	1.4%	i	10.3	24.9%	8.5%	7.9%	i
> COc1ccc2c(C)c(CCC(=O)NCc3ccccc3Cl)c(=O)oc2c1C
→ -16.1%	0.7%	x	x	x	7.2%	x	8.7%	-3.1%
> O=C(CCN1C(=O)/C(=C\c2ccccc2)SC1=S)N1CCOCC1
→ -20.3%	6.1%	-0.5%	i	2.3	6.0%	-0.1%	0.6%	i
> CCOC(=O)c1c(NC(=O)Cc2cccs2)sc(C)c1C
→ 18.5%	-1.6%	10.9%	i	7.0	8.4%	u	0.1%	-21.9%[57.5 µM]
> O=C(O)C1CCC(N2C(=O)c3cccc([N+](=O)[O-])c3C2=O)CC1 (configuration not stated)
→ 15.9%	-12.4%	5.1%	i	9.6	-1.7%	-4.4%	14.3%	i
> O=P(Cc1ccccc1)(Cc1ccccc1)c1ccccc1
→ x	-5.8%	0.6%	i	-18.4	4.0%	11.5%	3.1%	5.8%
> COc1cc(CCC(=O)OCC(=O)NC2CCCC(C)C2C)cc(OC)c1OC (configuration not stated)
→ 6.5%	6.7%	-0.6%	i	3.0	9.7%[0.307 µM]	-4.0%	8.7%	i
> O=C(Cc1ccc(Cl)cc1)NCCc1csc2nc(-c3ccccc3F)nn12
→ 29.5%	8.1%	x	x	x	-9.1%	x	u	-20.8%
> O=Nc1c(O)n(Cc2ccc(Cl)cc2)c2ccccc12
→ -0.3%	33.3%	0.8%	i	3.3	u	0.0%	u	-35.3%
> CCC(=O)N1CCC2(CC1)Oc1ccc(Cl)cc1C(=O)C21CC(c2cccnc2)=NO1 (configuration not stated)
→ 16.0%	0.0%	9.2%	i	21.6	17.8%	1.7%	1.8%	i
> C=CCOn1c(=O)c(=O)n(OCc2ccccc2)c2ccccc21
→ 13.5%	5.6%	13.0%	i	-4.4	1.4%	0.7%	u	-7.6%[57.5 µM]
> COc1ccc(CN(C)C(=O)Cn2ccc(NC(=O)OCc3ccccc3)nc2=O)cc1OC
→ -2.1%	-4.7%	0.6%	i	0.0	22.7%	-2.8%	-3.9%	-1.2%
> CCS(=O)(=O)N1Cc2ccccc2CC1C(=O)Nc1nnc(SCc2ccc(F)cc2)s1 (configuration not stated)
→ x	14.9%	11.1%	i	9.2	-26.8%	-2.2%	0.0%	-6.7%
> Cc1cccc(N(C(=O)Nc2ccc(Cl)cc2)C2=NCC(C)S2)n1 (configuration not stated)
→ -14.1%	-6.0%	-2.3%	i	5.7	5.9%	0.7%	15.3%	-14.1%
> O=C(Cc1cccc(NC(=O)C2CCN(S(=O)(=O)c3cccc([N+](=O)[O-])c3)CC2)c1)Nc1cccc(C(=O)N2CCOCC2)c1
→ 21.0%	-3.9%	-3.4%	i	-22.9	6.7%	2.2%	5.3%	-14.9%
> COc1ccc(CCNC(=S)NC(=O)c2ccccc2)cc1C
→ -14.8%	23.9%	1.0%	i	-13.6	u	19.3%	7.6%	-35.0%[inhibitor]
> O=C(c1ccc(Cn2cc(Cl)c([N+](=O)[O-])n2)cc1)N1CCN(Cc2ccccc2)CC1
→ 12.5%	12.8%	2.1%	i	-16.3	u	17.9%	17.5%	-33.5%[inhibitor]
> Cc1ccc(NC(=O)c2ccc(S(=O)(=O)N3CCC(C)CC3)cc2)nc1
→ 14.4%	-15.4%	-2.2%	i	-5.7	u	-2.4%	u	-90.0%[inhibitor]
> CC(=O)C1=CCC(c2ccc(C)cc2)N(S(=O)(=O)c2ccc(Cl)cc2)C1 (configuration not stated)
→ 21.0%	-1.6%	0.6%	i	36.6	-21.8%	-6.2%	0.0%	-0.9%
> S=C(NC1CC2CCC1C2)N1CCN(c2cccc(Cl)c2)CC1 (configuration not stated)
→ -36.7%	10.9%	10.3%	i	17.3	u	7.7%	6.3%	-43.0%[inhibitor]
> Cc1ccccc1-c1nnc(SCC(=O)c2c(N)n(C3CC3)c(=O)[nH]c2=O)o1
→ -0.6%	-14.6%	-11.2%	i	-5.0	-1.2%	0.9%	9.9%	-7.9%
> O=[N+]([O-])c1ccccc1OCCN1CCCC1
→ -15.3%	14.1%	-0.3%	i	-61.2*	-9.5%	-3.7%	9.1%	-24.9%
> Cc1ccc(C)c(Cn2c3ccccc3c3cnn(CC(=O)NCCN4CCOCC4)c(=O)c32)c1
→ 13.6%	6.6%	6.7%	i	-1.5	u	0.6%	0.2%	i
> N#C/C(=C\c1ccc[nH]1)C(=O)Nc1ccccc1F
→ -23.0%	-0.8%	-0.2%	i	-20.7	2.6%	6.4%	-0.5%	-29.9%
> CC1CCN(C(=O)COC(=O)c2cc(S(=O)(=O)N3CCOCC3)ccc2Cl)CC1
→ 8.5%	-6.9%	1.1%	i	-2.6	u	9.7%	-34.1%[inhibitor]	i
> CC(C)Cc1ccc(C(C)NC(=O)c2ccc(=O)[nH]c2)cc1 (configuration not stated)
→ 29.5%	5.1%	0.6%	i	-8.4	-27.6%	2.4%	-15.7%	-19.6%
> Cc1ccccc1CNC(=O)c1cc(COc2ccc(F)cc2F)on1
→ 1.6%	19.2%	-0.6%	i	-2.7	u	-2.2%	u	-33.3%[inhibitor]
> Cc1c(C(=O)N2CCN(c3ccc(F)cc3)CC2)sc2nc(-c3ccccc3)cn12
→ -10.7%	-9.1%	7.6%	i	-14.4	-10.4%	-1.2%	u	-15.8%
> CN(CC(=O)Nc1ccc(Cl)cc1)CC(=O)Nc1ccc(C(N)=O)cc1
→ -9.7%	7.8%	-1.4%	i	1.2	6.8%	2.4%	-10.0%	i
> CCOC(=O)CSc1nnc(CSc2nc3sc4c(c3c(=O)[nH]2)CCCC4)n1-c1ccccc1
→ u	0.3%	0.8%	i	8.7	7.8%	18.5%	8.1%	i
> N#C/C=C1\n2c(nc3ccccc32)OC12CCCCC2
→ 3.1%	-9.3%	-2.4%	i	18.7	0.0%	11.1%	15.8µM*	-11.1%[57.5 µM]
> Oc1ccc(Br)cc1/C=N/N1CCN(Cc2cccc3ccccc23)CC1
→ -24.9%	4.7%	9.0%	i	-0.4	4.0%	4.3%	5.5%	-6.3%
> CCN1C(=O)c2cccc3c(NS(=O)(=O)c4ccc(NC(C)=O)cc4)ccc1c23
→ 35.1%	12.1%	13.6%	i	23.4	3.5%	3.9%	2.4%	i
> COc1ccc(CCN2C(=O)C(Oc3ccccc3)C2c2ccc3c(c2)OCO3)cc1 (configuration not stated)
→ x	-0.9%	-1.7%	i	80.9	-8.0%	-2.3%	-12.9%	-13.2%
> Cc1ccc(S(=O)(=O)Nc2cc(Cl)c(O)c3ncccc23)cc1
→ 24.9%	-56.3%[inhibitor]	u	i	-12.3	u	-2.9%	u	-10.6%
> Cc1ccc(NC(=O)C2CCN(S(=O)(=O)c3ccc4c(c3)NC(=O)C(C)S4)CC2)cc1C (configuration not stated)
→ u	-2.7%	-7.1%	i	19.8	u	2.0%	0.8%	i
> Cc1ccc(S(C)(=O)=O)cc1S(=O)(=O)Nc1ccccc1
→ x	-2.5%	-13.3%	i	6.1	11.6%	-1.2%	1.5%	i
> CC(C)C[C@H]1CN(CCCC[C@H]2CNC(=O)C(=O)N2CCC2CCCCC2)C(=O)C(=O)N1CCC1CCCCC1
→ 28.0%	-11.0%	-7.1%	i	-8.1	14.3%	-3.1%	-1.0%	21.7%
> Cc1ccc(C)c(N2N=C(C(=O)OCc3nnc(-c4ccccc4)o3)CCC2=O)c1
→ 29.1%	-4.0%	-3.0%	i	8.5	1.3%	-2.7%	-25.0%	0.1%
> O=S(=O)(c1ccc2nc(Nc3cccc(F)c3)ccc2c1)N1CCCC1
→ -23.4%	-12.0%	x	x	x	u	x	18.4%	-33.7%
> COc1ccc(CNC(=O)C[C@@H]2CC[C@@H](NS(=O)(=O)c3cccc(OC)c3)[C@@H](CO)O2)cc1
→ 10.4%	-1.6%	0.9%	i	18.8	26.2%	x	u	-5.8%
> CC(C)=C(NC(=O)c1ccccc1)C(=O)Nc1ccc(C(=O)O)cc1
→ -11.5%	3.0%	-0.5%	i	9.3	13.5%	1.4%	-6.8%	i
> CC(=O)NC1C(=O)Nc2c(C)cc(C)cc21 (configuration not stated)
→ -16.3%	-4.8%	-6.0%	i	-21.5	-2.0%	-7.2%	17.0%	i
> CC1(C(=O)NS(=O)(=O)c2ccc(C#N)cc2)CCN1C(=O)CC1CCCCC1 (configuration not stated)
→ -15.0%	4.7%	-0.4%	i	-16.6	10.0%	-1.5%	-6.7%	10.0%

3 entries from above, arranged by the number in PTHR1 ag, rising:
Molecule,PTHR1 ag
O=S(=O)(c1ccc2nc(Nc3cccc(F)c3)ccc2c1)N1CCCC1,-33.7%
Cc1ccc(C)c(N2N=C(C(=O)OCc3nnc(-c4ccccc4)o3)CCC2=O)c1,0.1%
CC1(C(=O)NS(=O)(=O)c2ccc(C#N)cc2)CCN1C(=O)CC1CCCCC1 (configuration not stated),10.0%
